STK33 kin inh: inhibitors of human STK33 kinase; inhibition, % at 12.5 µM; ADP-Glo luminescence, MBP substrate; Q9BYT3; 27,000 compounds, 0.44% hits; in the data active = inhibition above about 20%
Target sequence (Q9BYT3 whole entry, looked up): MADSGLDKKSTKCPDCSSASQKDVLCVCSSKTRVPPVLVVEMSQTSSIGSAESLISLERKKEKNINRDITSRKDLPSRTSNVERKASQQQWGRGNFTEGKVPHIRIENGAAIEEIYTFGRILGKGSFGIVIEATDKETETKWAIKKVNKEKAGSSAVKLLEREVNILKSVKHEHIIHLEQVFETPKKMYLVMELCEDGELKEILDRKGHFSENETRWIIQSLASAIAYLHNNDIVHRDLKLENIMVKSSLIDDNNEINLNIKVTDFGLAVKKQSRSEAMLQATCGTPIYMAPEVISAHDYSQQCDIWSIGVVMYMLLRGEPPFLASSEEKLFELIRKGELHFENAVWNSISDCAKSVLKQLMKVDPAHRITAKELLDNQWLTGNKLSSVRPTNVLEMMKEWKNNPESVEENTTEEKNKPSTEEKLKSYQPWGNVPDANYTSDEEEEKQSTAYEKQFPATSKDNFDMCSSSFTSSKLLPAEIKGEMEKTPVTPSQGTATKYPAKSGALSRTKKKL
p53 PUMA act: re-activators of the mutant p53 pathway; 28,000 compounds, 1.5% hits; AID 624151; SW480 PUMA-promoter luciferase, p53 mutant reactivation; activation, % at 9.98 µM; in the data active = activation above about 52%
Numbers without * were called inactive; x = no result given. An excerpt. The share of hits here may be higher or lower than overall.

SMILES | STK33 kin inh | p53 PUMA act
CSC(=O)OCC1=C[C@@H]2OC(=O)C3=CO[C@@H](O[C@@H]4O[C@H](CO)[C@@H](O)[C@H](O)[C@H]4O)[C@H]1[C@@H]32 | 1 | 2
COc1cccc(S(=O)(=O)N(C)C[C@@H]2OCc3cn(nn3)CCCC(=O)N([C@@H](C)CO)C[C@H]2C)c1 | -2 | x
O=C(CSc1nc2ccccc2c(=O)n1-c1ccccc1)Nc1ccc(Br)cc1Cl | 3 | -9
Cc1noc(C)c1NC(=O)N(C)C[C@H]1Oc2ccc(NS(=O)(=O)c3cccs3)cc2CC(=O)N([C@@H](C)CO)C[C@H]1C | 0 | 3
O=C(O)c1ccccc1NS(=O)(=O)c1cccc(C(=O)N2CCCc3ccccc32)c1 | -3 | -9
c1coc(CNc2ncnc3nc[nH]c23)c1 | 7 | 3
C[C@H](CO)N1C[C@H](C)[C@H](CN(C)Cc2ccncc2)Oc2c(NC(=O)Nc3cccc4ccccc34)cccc2C1=O | x | -10
C[C@H]1CN([C@@H](C)CO)C(=O)c2cc(NC(=O)Nc3ccc(F)cc3)ccc2O[C@@H]1CN(C)C(=O)Nc1cccc2ccccc12 | -2 | x
COc1ccccc1S(=O)(=O)N(C)C[C@@H]1OCc2ccccc2-c2c(n(C)c3ccccc23)C(=O)N([C@@H](C)CO)C[C@@H]1C | x | -13
CCCn1c(=O)c2[nH]c(C3CCCC3)nc2n(CCC)c1=O | 3 | x
C[C@H]1CN([C@@H](C)CO)C(=O)Cc2cc(NC(=O)Nc3ccc(F)cc3)ccc2O[C@H]1CN(C)C(=O)Nc1ccc(C(F)(F)F)cc1 | -3 | x
C[C@@H]1CN([C@@H](C)CO)C(=O)Cc2cc(NC(=O)Cc3ccccc3)ccc2O[C@H]1CN(C)C(=O)Nc1ccc2c(c1)OCO2 | x | 0
C[C@H]1CN([C@@H](C)CO)C(=O)c2cc(NS(=O)(=O)c3cn(C)cn3)ccc2O[C@H]1CN(C)Cc1ccccc1 | -1 | -1
C[C@H](CO)N1C[C@H](C)[C@@H](CN(C)C(=O)c2ccc3ccn(C)c3c2)OCc2cnnn2CCCC1=O | 5 | x
CN/C=C1\C(=O)C(C)(C)Oc2ccc3ccc(=O)oc3c21 | x | -4
O=C(O)CSc1nc2ccccc2n1CC(=O)O | 0 | 4
C[C@@H]1CN([C@H](C)CO)C(=O)c2cc(N(C)C)ccc2O[C@@H](C)CCCCO[C@@H]1CN(C)Cc1ccncc1 | x | -6
O=C(CN1C(=O)C2C3C=CC(C4CC34)C2C1=O)Nc1ccc(Oc2ccccc2Cl)cc1 (configuration not stated) | 2 | -7
C[C@H]1CN([C@@H](C)CO)C(=O)Cc2cc(NS(=O)(=O)c3ccc(F)cc3)ccc2O[C@@H]1CN(C)C(=O)Nc1ccc(C(F)(F)F)cc1 | 0 | x
C[C@@H]1CN([C@@H](C)CO)C(=O)c2cccc(NS(=O)(=O)c3ccc(Cl)cc3)c2O[C@H]1CN(C)S(=O)(=O)c1cccs1 | x | -5

Carrying on.
SMILES | STK33 kin inh | p53 PUMA act
Cc1ccc(S(=O)(=O)N(C)C[C@@H]2Oc3ccc(NC(=O)c4ccncc4)cc3CC(=O)N([C@@H](C)CO)C[C@@H]2C)cc1 | 2 | x
COc1ccccc1-c1cnc2c(c1)C(=O)N([C@H](C)CO)C[C@@H](C)[C@H](CN(C)Cc1cccnc1)O2 | x | -8
CCCCN1COc2ccc(CCNC(=O)c3ccc(Cl)cc3)cc2C1 | 1 | x
C[C@@H]1CCCCO[C@H](CN(C)C(=O)NC2CCCCC2)[C@@H](C)CN([C@H](C)CO)C(=O)c2cc(NC(=O)Cc3ccccc3)ccc2O1 | 0 | x
COc1ccccc1OCC(=O)Nc1oc(-c2ccccc2)c(-c2ccccc2)c1C#N | -3 | -13
C[C@H]1CN([C@@H](C)CO)C(=O)Cc2cc(NC(=O)Cn3cnnn3)ccc2O[C@H]1CN(C)C(=O)Nc1cccc2ccccc12 | 3 | -1
CC(=O)N(Cc1ccc(C(C)C)cc1)c1ccc2oc(-c3ccccc3)nc2c1 | x | -10
Cc1nc(SCC(=O)NCc2ccccc2)c2c(C)c(C)sc2n1 | 4 | -5
COc1cc(OC)c(NC(=O)CN(C)S(=O)(=O)c2cc(Cl)ccc2Cl)cc1Cl | 0 | 29
C[C@@H]1CN([C@@H](C)CO)C(=O)c2cccc(NS(=O)(=O)c3ccc(F)cc3)c2O[C@@H]1CN(C)Cc1ccc(C(F)(F)F)cc1 | x | -11
COc1cc([C@@H](O)[C@@H](CO[C@@H]2O[C@H](CO)[C@@H](O)[C@H](O)[C@H]2O)Oc2ccc(/C=C/CO)cc2OC)ccc1O | -4 | -6
COc1cccc(S(=O)(=O)N(C)C[C@H]2OCc3cnnn3CCCC(=O)N([C@H](C)CO)C[C@@H]2C)c1 | 0 | x
COc1cc2c(cc1OC)CN(C(=O)[C@H]1[C@@H]3C(=O)O[C@@H](c4ccccc4)[C@@H](c4ccccc4)N3[C@@H](c3ccc(O)cc3)[C@]13C(=O)Nc1ccc(C#CC4(O)CCCCCC4)cc13)CC2 | 1 | x
Cc1cc(C)nc(SCC(=O)Nc2ccc(N3CCOCC3)cc2)n1 | -3 | -6
CC1CC[C@@]2(OC1)O[C@H]1CC3C4CC=C5C[C@@H](O[C@@H]6O[C@H](CO)[C@@H](O[C@@H]7O[C@@H](C)[C@H](O)[C@@H](O)[C@H]7O)[C@H](O)[C@H]6O[C@@H]6O[C@@H](C)[C@H](O)[C@@H](O)[C@H]6O)CC[C@]5(C)C4CC[C@]3(C)[C@@]1(O)[C@@H]2C (some centres not stated) | -9 | x
C[C@H](CO)N1C[C@H](C)[C@H](CN(C)S(=O)(=O)c2ccc(Cl)cc2)Oc2ccc(NC(=O)CCN3CCOCC3)cc2CC1=O | -4 | x
CC(=O)c1cccc(-n2nnnc2SCC(=O)Nc2ccccc2F)c1 | -2 | -6
COc1ccc(CN(C)C[C@H]2Oc3ccc(NC(=O)c4ccncc4)cc3C(=O)N([C@@H](C)CO)C[C@@H]2C)cc1 | -2 | 7
S=C(Nc1ccccn1)Nc1ccccn1 | 1 | x
C[C@@H]1CN([C@H](C)CO)C(=O)c2cc(NS(=O)(=O)c3cn(C)cn3)ccc2O[C@@H](C)CCCCO[C@H]1CN(C)C | x | 8

(list continues)
Fields: STK33 kin inh | p53 PUMA act
C[C@H]1CN([C@@H](C)CO)C(=O)c2cccc(NC(=O)Nc3cccc4ccccc34)c2O[C@H]1CN(C)Cc1ccc2c(c1)OCO2
→ x | -18
C[C@@H]1CCCCO[C@@H](CN(C)C(=O)Nc2cccc3ccccc23)[C@@H](C)CN([C@H](C)CO)C(=O)c2cc(NS(=O)(=O)c3ccc(F)cc3)ccc2O1
→ 5 | x
O=C(COc1ccc(Br)cc1CO)Nc1ccccc1
→ 2 | 127*
COc1ccc(NC(=O)Nc2ccc3c(c2)CC(=O)N([C@H](C)CO)C[C@@H](C)[C@H](CN(C)Cc2ccc(C(F)(F)F)cc2)O3)cc1
→ 3 | x
O=C(O)CNC(=O)CSc1ccc(Cl)cc1
→ -3 | x
C[C@H]1CN([C@@H](C)CO)C(=O)c2cccc(NS(C)(=O)=O)c2O[C@@H]1CN(C)Cc1ccc2c(c1)OCO2
→ x | 2
COc1ccc(-c2nnc(SCC(=O)NC(C)(C)C)n2-c2ccccc2)cc1
→ 0 | 3
C[C@@H]1CN([C@H](C)CO)C(=O)Cc2cc(NC(=O)Cc3cn(C)c4ccccc34)ccc2O[C@H]1CN(C)Cc1ccc(C(=O)O)cc1
→ -2 | -19
COc1ccc2nc(NCc3ccc(OC)c(OC)c3OC)sc2c1
→ 1 | 14
C[C@@H]1CN([C@@H](C)CO)C(=O)Cc2cc(NS(C)(=O)=O)ccc2O[C@@H]1CN(C)C(=O)NC1CCCCC1
→ -2 | 9
COc1cc(OC)c2c(c1)OC(c1ccccc1)CC2=O (configuration not stated)
→ 0 | x
C[C@H]1CN([C@@H](C)CO)C(=O)c2cc(NC(=O)C3CC3)ccc2O[C@@H]1CN(C)Cc1ccncc1
→ x | 1
Cc1cccc(-c2nnc(SCC(=O)Nc3cccc(C(F)(F)F)c3)n2-c2ccccc2)c1
→ 1 | -4
C[C@@H]1CCCCO[C@@H](CN(C)CC2CCCCC2)[C@@H](C)CN([C@H](C)CO)C(=O)c2cc(NS(=O)(=O)c3ccc(Cl)cc3)ccc2O1
→ 1 | x
COc1cccc(CN(C)C[C@H]2OCc3cn(nn3)CCCC(=O)N([C@H](C)CO)C[C@@H]2C)c1
→ 0 | x
C[C@@H]1CN([C@H](C)CO)C(=O)c2cc(NC(=O)Nc3ccccc3)ccc2O[C@H]1CN(C)S(=O)(=O)c1cccs1
→ -2 | x
C[C@@H]1CCCCO[C@H](CN(C)C(=O)Nc2cccc3ccccc23)[C@@H](C)CN([C@@H](C)CO)C(=O)c2cc(N(C)C)ccc2O1
→ x | -9
C[C@@H]1CCCCO[C@@H](CN(C)Cc2ccc(C(F)(F)F)cc2)[C@@H](C)CN([C@H](C)CO)C(=O)c2cc(NC(=O)NC3CCCCC3)ccc2O1
→ 8 | x
C[C@@H]1CN([C@@H](C)CO)C(=O)Cc2cc(NC(=O)Cc3cn(C)c4ccccc34)ccc2O[C@@H]1CN(C)CC1CCCCC1
→ -5 | x
CCc1cccc2c(CCNC(=O)COc3ccc(F)cc3F)c(C)[nH]c12
→ x | 2

More entries follow:
Fields: STK33 kin inh | p53 PUMA act
COc1ccc(CCNc2ncnc3scc(-c4cccs4)c23)cc1OC
→ 3 | -15
C[C@@H]1CN([C@@H](C)CO)C(=O)c2cc(NS(=O)(=O)c3ccccc3)ccc2O[C@@H](C)CCCCO[C@@H]1CN(C)Cc1ccncc1
→ x | 6
COc1cc2c(c(OC)c1OC)c(=O)c1ccccc1n2C
→ -8 | 12
COCCNc1ncnc2c1cnn2-c1cccc(C)c1
→ 1 | 101*
C[C@@H]1CCCCO[C@@H](CN(C)C(=O)c2ccccc2)[C@@H](C)CN([C@H](C)CO)C(=O)c2cc(NC(=O)NC3CCCCC3)ccc2O1
→ 0 | x
CCn1c(SCC(=O)Nc2ccc(C)cc2)nnc1-c1cccnc1
→ 2 | -18
CNC[C@H]1Oc2cc(C#CCC3CCCC3)ccc2S(=O)(=O)N([C@@H](C)CO)C[C@@H]1C
→ x | -23
C[C@H](CO)N1C[C@H](C)[C@@H](CN(C)C)OCCCC[C@H](C)Oc2ccc(NC(=O)CCC(F)(F)F)cc2C1=O
→ x | 3
O=C(CSc1nc(-c2ccccc2)cc(=O)[nH]1)Nc1ccccc1Cl
→ 2 | -3
C[C@H](CO)N1C[C@H](C)[C@H](CN(C)S(=O)(=O)c2cn(C)cn2)OCc2cnnn2CCCC1=O
→ -4 | x
C[C@@H]1CCCCO[C@H](CN(C)C(=O)Nc2ccc(C(F)(F)F)cc2)[C@@H](C)CN([C@H](C)CO)C(=O)c2cc(NS(C)(=O)=O)ccc2O1
→ x | -4
COc1ccc(C(=O)n2nc(-c3ccc(Cl)cc3)nc2NCc2ccco2)cc1
→ 1 | 118*
COc1ccc(NC(=O)Nc2ccc3c(c2)[C@@H]2C[C@@H](CC(=O)NCc4ccccn4)O[C@@H](CO)[C@@H]2O3)cc1
→ x | 3
CC(C)NC(=O)N(C)C[C@@H]1Oc2ncc(C#Cc3cccc(F)c3)cc2C(=O)N([C@H](C)CO)C[C@@H]1C
→ -1 | x
O=C(CSc1nnc(-c2ccco2)o1)N1c2ccccc2CCc2ccccc21
→ 1 | -6
Cc1ccc(Cl)cc1NC(=O)C(C)NS(=O)(=O)c1ccc(Br)cc1 (configuration not stated)
→ -1 | 1
COC(Cc1nc2ccccc2s1)C(=O)O (configuration not stated)
→ -2 | 3
C[C@@H]1CN([C@H](C)CO)C(=O)c2cc(C3=CCCC3)cnc2O[C@@H]1CN(C)Cc1ccc(F)cc1
→ x | 6
O=C(CSc1nnc(-c2ccccc2O)n1-c1ccccc1)NC1CCCCC1
→ -1 | -8
C[C@@H]1CCCCO[C@@H](CN(C)C(=O)C2CCCCC2)[C@@H](C)CN([C@H](C)CO)C(=O)c2cc(NC(=O)Nc3ccc(C(F)(F)F)cc3)ccc2O1
→ 2 | x

Record cards, as listed above. Values in the order: STK33 kin inh	p53 PUMA act
Shown for CC(C)NC(=O)N(C)C[C@@H]1Oc2ncc(C#Cc3cccc(F)c3)cc2C(=O)N([C@H](C)CO)C[C@@H]1C = -1	x
Shown for COc1ccc(NC(=O)Nc2ccc3c(c2)[C@@H]2C[C@@H](CC(=O)NCc4ccccn4)O[C@@H](CO)[C@@H]2O3)cc1 = x	3

Next section:
Fields: STK33 kin inh | p53 PUMA act
COc1ccc(Nc2ncnc3c2cnn3Cc2ccc(C)cc2)cc1
→ -2 | -5
O=C(NC(Cc1ccc(F)cc1)C(=O)O)c1ccccc1 (configuration not stated)
→ -7 | -8
COc1ccc(S(=O)(=O)N(C)C[C@@H]2Oc3ccc(NS(=O)(=O)c4ccc(C)cc4)cc3CC(=O)N([C@H](C)CO)C[C@@H]2C)cc1
→ 4 | x
Cc1noc(C)c1NC(=O)N(C)C[C@@H]1OCCCC[C@H](C)Oc2ccc(NC(=O)Nc3ccc(C(F)(F)F)cc3)cc2C(=O)N([C@@H](C)CO)C[C@@H]1C
→ x | -33
C[C@H]1CN([C@@H](C)CO)C(=O)Cc2cc(NC(=O)Cc3cn(C)c4ccccc34)ccc2O[C@@H]1CN(C)Cc1ccc(Oc2ccccc2)cc1
→ 5 | x

Nothing new here: an excerpt of the list.
Fields: STK33 kin inh | p53 PUMA act
COc1ccc(CCNc2ncnc3scc(-c4cccs4)c23)cc1OC
→ 3 | -15
C[C@@H]1CN([C@@H](C)CO)C(=O)c2cc(NS(=O)(=O)c3ccccc3)ccc2O[C@@H](C)CCCCO[C@@H]1CN(C)Cc1ccncc1
→ x | 6
COc1cc2c(c(OC)c1OC)c(=O)c1ccccc1n2C
→ -8 | 12
COCCNc1ncnc2c1cnn2-c1cccc(C)c1
→ 1 | 101*
C[C@@H]1CCCCO[C@@H](CN(C)C(=O)c2ccccc2)[C@@H](C)CN([C@H](C)CO)C(=O)c2cc(NC(=O)NC3CCCCC3)ccc2O1
→ 0 | x
CCn1c(SCC(=O)Nc2ccc(C)cc2)nnc1-c1cccnc1
→ 2 | -18
CNC[C@H]1Oc2cc(C#CCC3CCCC3)ccc2S(=O)(=O)N([C@@H](C)CO)C[C@@H]1C
→ x | -23

Compound activity from PubChem BioAssay.
